# D3 ag – agonists of human D3 dopamine receptor | D3R DiscoveRx beta-arrestin cells, luminescence, 90 min | max activation, % | hit rate 0.58% among 410,000; in the data active = max activation above about 30%; note: 0% is about no effect; mostly tested at two doses, the higher about 12 µM
# Target sequence (P35462 whole entry, looked up): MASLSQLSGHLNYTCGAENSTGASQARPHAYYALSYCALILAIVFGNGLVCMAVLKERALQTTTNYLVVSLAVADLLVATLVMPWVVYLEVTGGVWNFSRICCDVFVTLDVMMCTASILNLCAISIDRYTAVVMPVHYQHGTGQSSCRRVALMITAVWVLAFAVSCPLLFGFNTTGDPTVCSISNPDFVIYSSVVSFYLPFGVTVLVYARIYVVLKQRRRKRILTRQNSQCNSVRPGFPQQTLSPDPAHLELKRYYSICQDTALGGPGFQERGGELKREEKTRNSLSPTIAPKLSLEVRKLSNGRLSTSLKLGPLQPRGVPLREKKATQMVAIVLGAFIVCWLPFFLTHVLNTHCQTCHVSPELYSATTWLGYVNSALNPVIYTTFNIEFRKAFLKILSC
#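 Agonist mode: compounds and dopamine controls were applied to plated cells for 90 min at 37 degrees C after an overnight attachment at 1500 cells/well. Luminescent read-out followed 30 - 60 minutes at room temperature with DiscoveRx detection reagent.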
# HT1080-NT tox – kills 2HG-producing HT-1080-NT fibrosarcoma cells; hit rate 1.6% among 360,000; HT-1080-NT fibrosarcoma viability, CellTiter-Glo ATP luminescence, 48 h; Potency, µM (highest dose often 46.1 µM), for the others: at the top dose activity, negative = less viability, most hits filed as cytotoxic;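 note: NT is the 2HG producing partner of a matched IDH1 knockdown line; potency is the fitted concentration of half-maximal effect; 0% = DMSO-treated cells and -100% = media-only wells without cells; nearly all actives have a fitted effect of over 55% in size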
#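 A 48-hour cytotoxicity screen used HT-1080-NT cells plated 2 hours before compound delivery. ATP-based CellTiter-Glo luminescence measured viability, normalized to DMSO and no-cell controls.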
# SW480 rerep – DNA re-replication induction in SW480 cells; hit rate 1.8% among 340,000; SW480 DNA re-replication, Hoechst DNA content imaging, 48 h; Potency, µM (doses to about 46.1 µM), inactives show at the top dose re-replication activation, usual class: activators; note: potency is the fitted concentration of half-maximal effect; % of control where 0% means no effect; nearly all actives have a fitted effect of over 55% in size
#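 SW480 cells exposed to compounds for 48 hr at 37 C, 5% CO2, then Hoechst-stained 40 min. Nuclear DNA content imaged by fluorescence scanning (405 nm excitation, 500-530 nm emission); re-replication scored as increased high-intensity nuclei.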
# GLP1R cytotox – cytotoxicity counter-screen for GLP-1 receptor inverse agonists; HEK293 cAMP-luciferase reporter cells, luminescence, 24 h; hit rate 0.13% among 410,000; Potency, µM (highest dose often 38.3 µM), for inactives: top-dose activity change, negative = inhibition, most hits filed as inhibitors; AID 624418;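 note: loss of luciferase light is scored as toxicity; potency is the fitted concentration of half-maximal effect; % is set by controls: 0 for no effect and ±100 for the full control effect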
#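 Cells in DMEM/10% Nu serum/1% pen-strep, 1536-well format. Pre-incubated 12 h, dosed with 23 nL compound, incubated a further 24 h. Luciferase detection, 12 min at room temp, luminescence.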
# KB-3-1 cytotox – kills parental KB-3-1 adenocarcinoma cells. KB-3-1 viability, CellTiter-Glo ATP luminescence, 72 h. hit rate 1.4% among 400,000. Potency, µM (doses to about 46.1 µM), inactives show at the top dose activity change, negative = cytotoxic, hits mostly cytotoxic; note: potency is the fitted concentration of half-maximal effect; % is set by controls: 0 for no effect and ±100 for the full control effect; nearly all actives have a fitted effect of over 60% in size
#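 Cytotoxicity in the drug-sensitive parental line KB-3-1 was scored as loss of CellTiter-Glo luminescence following 72 h incubation with compound. Values come from curve fitting of normalized concentration-response data.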
# MCF10A rerep – inducers of DNA re-replication in MCF 10A breast cells; MCF 10A DNA re-replication, Hoechst nuclear intensity, 48 h; Potency, µM (top dose mostly 46.1 µM), inactives show at the highest dose activity, positive = re-replication, usual class: activators; hit rate 2.9% among 350,000; note: potency is the fitted concentration of half-maximal effect; % of control where 0% means no effect; nearly all actives have a fitted effect of over 50% in size
# IL-1B inflam inh – blocks inflammasome-driven IL-1 beta release; THP-1 LPS/ATP IL-1B secretion, AlphaLISA, 16 h; active compounds read low; activity change, % at 57.5 µM; hit rate 4.7% among 360,000; AID 743279; in the data active = activity change below about -50%; inconclusive = mostly about -30% to -49%; note: % is set by controls: 0 for no effect and ±100 for the full control effect
#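 Secreted IL-1B measured by AlphaLISA bead assay after 16 h compound exposure of THP-1 cells; compounds (final up to 57.5 uM) added 1 h before LPS (250 ng/mL) and ATP (1.25 mM) stimulation; lower signal means less secretion.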
# HT1080 IDH1KD tx – toxicity to HT-1080 IDH1 knockdown cells (counter line); hit rate 2% among 360,000; HT-1080 IDH1 knockdown viability, ATP luminescence, 48 h; AID 686971; Potency, µM (doses to about 46.1 µM), for the others: at the top dose activity, negative = toxicity, usual class: cytotoxic;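 note: potency is the fitted concentration of half-maximal effect; 0% = DMSO wells and -100% = cell-free medium wells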
#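 Using the IDH1-knockdown HT-1080 line run in the same batch and compound series as the NT line, viability after 48 h at 37 °C was determined by CellTiter-Glo luminescence and expressed as % activity.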
# KB-V1 cytotox – KB-V1 MDR subline cytotoxicity; KB-V1 MDR cells viability, CellTiter-Glo, 72 h; Potency, µM (series often up to 46.1 µM), without a hit: at the highest dose activity change, negative = cytotoxicity, hits mostly cytotoxic; AID 1347076; hit rate 3.4% among 400,000; note: potency is the fitted concentration of half-maximal effect; % is set by controls: 0 for no effect and ±100 for the full control effect; nearly all actives have a fitted effect of over 60% in size
#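 Cytotoxicity via CellTiter-Glo luminescence after 72 h compound exposure at 37 degrees C. Cells: drug-selected KB-V1 line, DMEM phenol-red free plus 10% FBS. Compounds tested at multiple concentrations; normalized data fitted to concentration-effect curves.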
# Numbers without * were called inactive; i = inactive; ? = inconclusive; . = no result given; & = joins results of further samples; [ ] = remark or other dose. Unless noted, calls come from the whole dose curve; as a rule, active = well fitted curve in the direction sought with a large enough effect; inconclusive = small, poorly fitted or top-dose-only effect, or another doubt; inactive = no such curve, though single readings can be large; an effect the other way counts as inactive or inconclusive.
SMILES,D3 ag,HT1080-NT tox,SW480 rerep,GLP1R cytotox,KB-3-1 cytotox,MCF10A rerep,IL-1B inflam inh,HT1080 IDH1KD tx,KB-V1 cytotox
CC(=Cc1ccccc1)C=C1SC(=S)N(CCCC(=O)Nc2ccc(C(=O)O)cc2)C1=O,-3,?,.,-12%,3%,.,-8,?,-1%
COc1cccc(NC(=O)CN(C)C(=O)c2ccc(COc3ccccc3)o2)c1,0,3%,3%,3%,0%,9%,7,4%,-16%
Cc1ccc(/C=C/C(=O)NCCc2ccccc2)o1,-10,-3%,14%,0%,-1%,?,-27,-2%,-2%
Cc1ccc(S(=O)(=O)N(C(=O)c2ccco2)c2cc3sc(=O)oc3c3ccccc23)cc1,1,?,3%,-19%,-18%,?,6,?,?
CN(Cc1ccccc1)C(=O)COC(=O)c1ccc[nH]c1=O,2,-1%,?,0%,15%,8%,-11,-4%,-2%
O=C(NCc1csc(-c2cccs2)n1)Nc1ccc(F)cc1F,-9,-10%,-10%,9%,-1%,?,-8,-2%,-18%
COc1ccc(C2(c3ccc(OC)cc3)NC(=O)N(CC(=O)Nc3ccccc3C)C2=O)cc1,3,-1%,?,-11%,?,11%,?,-13%,10%
O=Cc1cccc2ccc3cccc(C(=O)O)c3c12,7,4%,2%,-2%,11%,-1%,12,1%,-2%
COc1ccc(C(=O)CCC(=O)Nc2ccc(Cl)cc2)cc1,-7,-3%,3%,-14%,3%,4%,5,-30%,?
COc1ccc(OCCSc2nc(C)nc3ccccc23)cc1,55*,-24%,18%,13%,-1%,?,?,-10%,?
CC(NCc1ccccc1Cl)C(=O)Nc1ccc(S(=O)(=O)N2CCCC2)cc1 (configuration not stated),4,-3%,-3%,-11%,-1%,11%,-3,-3%,?
COc1ccc(-c2csc(NC(=O)c3ccc(N4C(=O)CCC4=O)cc3)n2)cc1OC,-9,-1%,-22%,-8%,16%,0%,?,-2%,-10%
O=C(/C=C/c1ccccc1)NNC1=NS(=O)(=O)c2ccccc21,-1,3%,-2%,3%,1%,2%,1,-15%,3%
CCOC(=O)/C(C#N)=C\c1ccc2c(c1)OCO2,-1,-10%,-1%,64%[activator],-5%,-1%,-4,-5%,-3%
Cc1cccc(/C(N)=N/OC(=O)Cc2ccccc2)c1,-6,23%,0%,14%,-2%,5%,-7,0%,-8%
Cc1ccc(C)c(-c2csc(-c3cccnc3)n2)c1,-10,-1%,2%,-9%,-9%,4%,-1,-4%,-2%
Nc1nonc1C(=O)N/N=C/c1ccc(-c2cccc([N+](=O)[O-])c2)o1,-10,1%,1%,0%,1%,-2%,19,-4%,11%
O=C(NCCN1C(=O)S/C(=C\c2cccnc2)C1=O)c1ccc(S(=O)(=O)N2CCCC2)cc1,31*,-2%,?,-7%,2%,2%,2,-15%,5%
CC1CCCCN1CCCNC(=O)CN1C(=O)c2cccnc2Oc2ccc(Cl)cc21 (configuration not stated),-5&5,-1%,1%,-8%&-2%,6%&3%,-1%,-24,-7%,5%&16%
CN(C)c1ccc(C=C2C=CC=C2)cc1,2,3%,2%,-1%,?,12%,-27,26%,0%&1%

# A second format for some results above:
mol	D3 ag	HT1080-NT tox	SW480 rerep	GLP1R cytotox	KB-3-1 cytotox	MCF10A rerep	IL-1B inflam inh	HT1080 IDH1KD tx	KB-V1 cytotox
O=C(NCc1csc(-c2cccs2)n1)Nc1ccc(F)cc1F	-9	-10%	-10%	9%	-1%	?	-8	-2%	-18%
COc1ccc(C2(c3ccc(OC)cc3)NC(=O)N(CC(=O)Nc3ccccc3C)C2=O)cc1	3	-1%	?	-11%	?	11%	?	-13%	10%

# Further structures
SMILES,D3 ag,HT1080-NT tox,SW480 rerep,GLP1R cytotox,KB-3-1 cytotox,MCF10A rerep,IL-1B inflam inh,HT1080 IDH1KD tx,KB-V1 cytotox
O=C(NCCO)Nc1ccc(Cl)cc1,-2,5%,-12%,3%,?,-1%,0,11%,-4%
COc1ccc(NC(=O)CSc2nc3ncccc3[nH]2)c(OC)c1,-6,.,.,-9%,0%,.,.,.,-1%
CCCCn1c(N)c(N(CCC(C)C)C(=O)c2ccc([N+](=O)[O-])s2)c(=O)[nH]c1=O,2,-17%,?,-3%,-21%,23µM*,53,-14%,16%
CC(C)C[C@@H](CO)NC(=O)CC[C@H](NC(=O)OC(C)(C)C)C(=O)N(Cc1ccccc1)Cc1ccccc1,2,-3%,0%,12%,9%,1%,-13,-21%,0%
O=C(NCC1CCCO1)c1cccc(N2C(=O)C3C4C=CC(C4)C3C2=O)c1 (configuration not stated),3,16%,-2%,-10%,10%,3%,18,8%,17%
Cc1noc(C)c1CSCC(=O)Nc1nc(-c2ccc(F)c(F)c2)cs1,27,?,-5%,-22%,-18%,?,-81*,-17%,?
O=C(/C=C/c1ccc(S(=O)(=O)N2CCOCC2)cc1)NCCc1ccc(C(F)(F)F)cc1,1,-7%[9.24 µM],8%,8%,5%,11%,4,-5%,-10%
CC(C)(C)OC(=O)N[C@@H](CC(=O)OCc1ccccc1)C(=O)O,3,7%,-23%,0%,-4%,-9%,-2,20%,9%
COc1ccc(CCNC(=O)COC(=O)CCC(=O)c2cccs2)cc1OC,14,0%,2%,4%,1%,-27%,16,0%,15%
CC(NC(=O)COC(=O)C1CCN(c2ccc(C(F)(F)F)cn2)CC1)c1ccc(Br)cc1 (configuration not stated),-4,-3%,-33%[inhibitor],1%,12%,?,i,-11%,1%
CCN=C1S/C(=C\c2cc(OCC)c(O)cc2Br)C(=O)N1CC,2,18µM*,?,-10%,?,18µM*,-20,21µM*,-10%
COCc1c(C(=O)N2CCN(c3ccccc3C)CC2)oc2ccccc12,-12,-5%,2%,-25%,6%,17%,6,6%,21µM*
C/C(=N/NC(=O)CNC(=O)c1cccnc1)c1cccc([N+](=O)[O-])c1,-1,-7%,-2%,5%[7.66 µM],-4%,1%,38,-13%,8%
CN(CCO)c1cc(NCCCN2CCC(Cc3ccccc3)CC2)c2nonc2c1[N+](=O)[O-],-12,7%,15%,-3%[0.307 µM],-14%,2%,-23,14%,-14%
CC(C)CCC(CCN1CCOCC1)c1ccc2c(c1)OCO2 (configuration not stated),-50,-27%,1%,0%,-28%,?,-9,?,21µM*
Cc1cccc(/C=N/Nc2ccc3ccccc3n2)c1,-2,-6%,-2%,?,-17%,21µM*,-75*,-3%,-12%
CN1OC[C@@H]2CN(C(=O)Nc3ccccc3)[C@H](c3ccc(N4CCCCC4)cc3)C[C@@H]21,0,5%,.,2%,0%,.,17,0%,18%
COC(=O)CCCC1=CC2=C(c3ccccc3)C(=O)C(C)(OC(=O)C3CCCC3)C(=O)C2=CN1CCN1CCOCC1 (configuration not stated),-19,-8%,-1%,-20%,0%,25%,-13,5%,8%
NC1=NC(c2ccc([N+](=O)[O-])cc2)N(c2ccc(F)cc2)C(N)=N1 (configuration not stated),0,13%,1%,1%,8%,1%,-52*,-1%,?
Cc1ccc(OCC(=O)Nc2cc(-c3cccc(C)c3)nn2-c2ccccc2)cc1,4,.,.,8%,-6%,.,.,.,2%
CC1(C)Cc2c(cnn2-c2ccccc2)C(NC(=O)CCCN2CCCC2=O)C1 (configuration not stated),5,16%,-28%,1%,1%,-4%,i,27%,-4%
CC(Oc1ccccc1)C(=O)N1CCc2ccccc2C1 (configuration not stated),-7,?,-64%[inhibitor],-4%,9%,9%,0,9%,8%
COC(=O)CN1C(=O)[C@H]2[C@@H](c3ccc(C)o3)N3C(=O)CN(Cc4ccccc4)C(=O)[C@@]3(Cc3ccccc3)[C@H]2C1=O,3,-5%,100%[9.22 µM],-2%,-17%,5%,20,-1%,-23%
CC(=O)Nc1ccnc(-c2cccnc2)n1,1,21%,-6%,-23%,2%,2%,3,-6%,-9%
O=[N+]([O-])c1ccccc1CN1CCN(S(=O)(=O)c2ccccc2)CC1,-7,18%,-12%,8%,-14%,-1%,?,9%,-16%
CCOc1c(C)cnc2c1c(=O)n(CC(=O)NCC1CCCO1)c(=O)n2C (configuration not stated),3,2%,-8%,-12%,12%,-5%,17,-2%,-2%
Cc1ccc(SCc2[nH]nc3c2C(C(C)C)C(C#N)=C(N)O3)cc1 (configuration not stated),26,-4%,-8%,-17%,-13%,?,-2,-1%,20%
COCCN(C(=O)c1sc2ccccc2c1Cl)c1c(N)n(CC(C)C)c(=O)[nH]c1=O,0,13%,0%,-8%,17%,5%,-1,2%,0%
CCOc1ccc2nc(Cl)c(C3CC(c4ccco4)=NN3S(=O)(=O)c3ccccc3)cc2c1 (configuration not stated),-6,-8%,?,9%,-17%,10%,-10,0%,-21%
COc1cccc(C2c3c(oc4ccc(F)cc4c3=O)C(=O)N2CCN2CCOCC2)c1OC (configuration not stated),2,4%,10%,4%,24%,1%,-1,-6%,-9%
CC(C)CCNC(=O)Cn1c(-c2cccs2)cc2cc(F)ccc21,8,.,.,4%,0%,.,.,.,-2%
Cc1ccsc1/C=N/NC(=O)c1ccccn1,-6,-18%,-2%,-3%,?,-10%,-6,-8%,?
Cc1ccc2nc(NC3=NCN(Cc4cccnc4)CN3)nc(C)c2c1,1,0%,-2%,-14%,-9%,3%,-3,-23%,12%
COc1ccc(C(CC(=O)O)NC(=O)COc2ccccc2OC)cc1OC (configuration not stated),1,-3%,-4%,49%,-19%,-10%,-10,12%,1%
CCOc1cccc(C2/C(=C(/O)c3ccc4c(c3)CC(C)O4)C(=O)C(=O)N2Cc2ccncc2)c1 (configuration not stated),-7,5%,-3%,4%,-4%,0%,8,-6%,26%
CC(=O)NC(=S)Nc1ccc(S(=O)(=O)Nc2nc(C)cc(C)n2)cc1,1,15%,0%,14%,-8%,1%,29,0%,-2%

# Not a hit list, and some 11% of all compounds hit somewhere here.
